High-throughput results as filed in PubChem BioAssay.
MazEF act: activators of E. coli MazEF toxin-antitoxin RNase; P0AE70; FAM/BHQ RNA-DNA oligo cleavage fluorescence, 5 h; activation, % at 20 µM; 350,000 tested, 0.32% active; AID 504720; in the data active = activation above about 50%
Target sequence (P0AE70 whole entry, looked up): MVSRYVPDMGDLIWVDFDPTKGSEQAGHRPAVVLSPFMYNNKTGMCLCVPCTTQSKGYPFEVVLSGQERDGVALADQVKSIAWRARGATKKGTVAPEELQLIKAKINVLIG
Mtb FBA inh: inhibitors of M. tuberculosis fructose-bisphosphate aldolase; P9WQA3; AID 588726; purified M. tuberculosis FBA, fluorescence read-out; 360,000 tested, 2.3% active; inhibition, % at 1 µM; in the data active = inhibition above about 27%;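 note: 0% = vehicle and 100% = reference inhibitor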
Target sequence (P9WQA3 whole entry, looked up): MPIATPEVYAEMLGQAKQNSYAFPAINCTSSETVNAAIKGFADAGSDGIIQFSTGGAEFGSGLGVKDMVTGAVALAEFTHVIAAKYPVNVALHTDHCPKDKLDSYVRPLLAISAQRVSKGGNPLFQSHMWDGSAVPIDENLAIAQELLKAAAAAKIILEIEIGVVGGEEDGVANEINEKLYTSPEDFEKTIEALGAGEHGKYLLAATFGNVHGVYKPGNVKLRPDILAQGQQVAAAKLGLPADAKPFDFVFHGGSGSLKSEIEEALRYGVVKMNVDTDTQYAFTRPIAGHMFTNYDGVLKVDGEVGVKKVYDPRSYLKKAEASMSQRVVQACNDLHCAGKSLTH
UGM FP inh: blocks M. tuberculosis UGM enzyme. P9WIQ1. purified UGM, fluorescence polarization probe displacement. inhibition, % at 10 µM. 320,000 tested, 0.06% active. AID 504406; in the data active = inhibition above about 10%, passing the limit was not always enough
Target sequence (P9WIQ1 whole entry, looked up): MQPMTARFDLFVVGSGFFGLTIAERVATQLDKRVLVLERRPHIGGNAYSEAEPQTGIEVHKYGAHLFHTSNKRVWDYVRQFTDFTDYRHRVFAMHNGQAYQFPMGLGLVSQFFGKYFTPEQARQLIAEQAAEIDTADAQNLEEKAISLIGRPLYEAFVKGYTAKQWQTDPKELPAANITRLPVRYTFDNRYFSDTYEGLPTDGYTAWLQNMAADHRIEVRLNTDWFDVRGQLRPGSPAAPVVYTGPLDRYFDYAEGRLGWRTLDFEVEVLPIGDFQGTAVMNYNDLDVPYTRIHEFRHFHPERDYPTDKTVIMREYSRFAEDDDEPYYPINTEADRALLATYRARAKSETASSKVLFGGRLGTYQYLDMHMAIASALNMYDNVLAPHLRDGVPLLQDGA
DUSP3 inh: DUSP3 (human) phosphatase inhibition. AID 1654. 290,000 tested, 0.52% active. recombinant VHR phosphatase, pNPP absorbance. inhibition, % at 13.3 µM; in the data active = inhibition above about 50%; note: some compounds called inactive have numbers as strong as hits
Target sequence (P51452 whole entry, looked up): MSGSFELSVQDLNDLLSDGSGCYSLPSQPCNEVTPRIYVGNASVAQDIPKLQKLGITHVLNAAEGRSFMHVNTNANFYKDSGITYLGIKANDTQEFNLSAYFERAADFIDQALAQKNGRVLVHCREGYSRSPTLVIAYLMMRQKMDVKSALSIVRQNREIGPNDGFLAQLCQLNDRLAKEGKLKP
Rv3671c inh: inhibits the M. tuberculosis serine protease Rv3671c; P9WHR9; inhibition, % at 5.96 µM; 320,000 tested, 0.048% active; AID 2606; in the data active = inhibition above about 38%;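 note: extracellular domain of Rv3671c used as enzyme; 0% = enzyme with DMSO and 100% = no enzyme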
SARS 3CLpro inh: SARS-CoV 3CLpro protease inhibition | P0C6X7 | recombinant SARS-CoV 3CLpro, quenched FRET peptide cleavage | inhibition, % at 6 µM | 290,000 tested, 0.14% active | AID 1706; in the data active = inhibition above about 12%
SSB-PriA inh: blocks PriA binding to SSB C-terminal tail; AID 1272365; AlphaScreen SSBct-PriA binding, biotinylated peptide; inhibition, % at 33 µM; 430,000 tested, 0.6% active; in the data active = inhibition mostly above about 37%, no sharp cut-off; inactive = mostly below about 20%;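 note: plate controls were negative control peptide for no effect and reference peptide for full effect; strong numbers were not always called active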
GDH-TPI counter: GDH-TPI coupled enzyme inhibition counter-screen; 360,000 tested, 1.2% active; AID 588335; inhibition, % at 4.8 µM; GDH-TPI coupled enzyme counterscreen, NADH absorbance; in the data active = inhibition above about 30%;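 note: 0% = DMSO wells and 100% = wells lacking the enzyme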
Vc quorum ag: inducers of Vibrio cholerae quorum light production without autoinducers; V. cholerae BH1578 lux reporter, luminescence, 6 h; activation, % at 18.7 µM; 350,000 tested, 0.16% active; AID 588436; in the data active = activation mostly above about 9.7%, no sharp cut-off; note: not every result past the cut was called active; inactives centre near 0; reference of the scale not given here
Mtb BioA inh: inhibitors of Mycobacterium tuberculosis BioA enzyme; 360,000 tested, 0.096% active; inhibition, % at 9.99 µM; purified M. tuberculosis BioA enzyme, plate reader; AID 602481; in the data active = inhibition above about 40%
The depositor's hits bear a star; i = inactive; . = no result given; & = joins results of further samples.

SMILES	MazEF act	Mtb FBA inh	UGM FP inh	DUSP3 inh	Rv3671c inh	SARS 3CLpro inh	SSB-PriA inh	GDH-TPI counter	Vc quorum ag	Mtb BioA inh
CC(C)=CC/C=C1\CCC(C(=O)O)C(C(=O)O)C1 (centres undefined)	-1.6	-0.1	1.0	6.1	-0.9	-3.7	-10.3	7.5	i	-1.0
COc1ccccc1CC(=O)Nc1ccc([N+](=O)[O-])cc1OC	-2.0	-1.5	1.1	-6.9	-3.0	1.6	4.6	18.0	-1.5	0.4
CC(=O)c1cccc(N(C(=O)CNC(=O)c2ccco2)C(C(=O)NC2CCCC2)c2ccc(C)o2)c1 (centres undefined)	5.0	-0.8	1.3	10.3	8.0	-0.1	-4.7	1.9	-0.5	.
CN(CC(=O)Nc1cccc(C#N)c1)Cc1ccc(Cl)cc1	-6.1	4.0	-0.3	-2.2	1.1	1.6	-12.1	0.9	i	.
CCc1nc2ccc(C(=O)NCC3CCCCC3)cn2c1N(C)Cc1ccc(OC)cc1	.	-3.1	.	.	.	.	.	0.0	i	-0.9
CCCCn1c(NC(=O)c2ccccc2Cl)c(C#N)c2nc3ccccc3nc21	6.3	25.7	1.5	34.2	-213.0	3.5	36.2	3.8	i	10.0
CCOCCSC1=C(C#N)C(c2cccs2)C(C(C)=O)=C(C)N1 (centres undefined)	4.3	-0.1	1.8	-3.8	0.5	8.9	-20.1	11.9	i	3.4
COc1cccc(CNC(=O)C2CCCN(c3ncnc4c3nc3n4CCCCC3)C2)c1 (centres undefined)	-1.4	-0.4	-3.9	-25.2	-3.7	-3.6	0.9	9.5	-1.0	2.7
COc1ccc(NC(=O)Nc2cccc3c2O[C@H](CN(C)Cc2ccc(-c4ccccc4)cc2)[C@@H](C)CN([C@H](C)CO)C3=O)cc1	-13.7	4.8	-3.5	.	-4.0	.	11.8	16.1	-1.2	-4.2&0.6
CCOC(=O)c1ccc(-c2ccc(/C=C(\C#N)C(=O)NCc3cccs3)o2)cc1	-29.4	2.4	-0.8	1.5	-12.7	1.3	-6.9	8.0	-0.3	0.3
O=C(Cc1ccc(Cl)cc1)OCC(=O)c1ccc[nH]1	1.4	-2.5	1.0	.	-5.7	.	-15.8	1.4	-2.1	0.7
COc1ccc(C(CNC(=O)c2ccc(-c3ccccc3Cl)o2)N2CCOCC2)cc1 (centres undefined)	9.7	-1.3	1.1	.	-7.8	.	9.6	1.0	-1.2	0.7
CC1(C(=O)NS(=O)(=O)C2CC2)CCN(C(=O)c2cccc(Cl)c2)C1 (centres undefined)	.	0.6	.	.	.	.	.	4.4	1.2	0.2
CC1(C(=O)Nc2ccc3nc[nH]c3c2)CCN1C(=O)C1(c2ccccc2)CCCC1 (centres undefined)	.	2.3	.	.	.	.	.	8.4	i	4.9
COC(=O)c1[nH]nc2c1C(=O)N(Cc1ccccc1)C2=O	11.6	-0.4	0.0	18.9	-0.4	-2.4	-14.8	-1.1	i	-0.3
O=C(Nc1ccc(F)c(S(=O)(=O)N2CCOCC2)c1)C1CCCCC1	1.5	-2.9	-0.8	.	-5.3	.	8.7	1.6	-0.6	-0.1
COc1ccccc1Oc1ccc(NC(=O)c2ccccc2)cc1	-2.8	1.0	-0.6	30.9	6.7	2.0	-10.3	5.0	-0.3	.
O=C(NC(c1ccc2ccccc2n1)c1cccs1)C1CCN(Cc2cccc(C(F)(F)F)c2)CC1 (centres undefined)	.	0.1	.	.	.	.	.	11.5	i	-4.2
COCCN(Cc1nc(-c2ccc(C(F)(F)F)cc2)no1)C(C)C	8.2	0.6	2.1	24.5	-6.5	-0.1	-18.9	0.0	-0.3	1.4
COC(=O)c1cccc(S(=O)(=O)N2CCCC2)c1	2.4	4.0	1.5	-4.8	7.9	-2.6	-8.0	-3.9	i	-0.2
CC1(C)CC(n2[nH]c(=O)c3c2NC(=O)CSC3c2ccccc2)CCO1 (centres undefined)	-0.4	1.2	1.0	14.3	13.8	-4.4	-8.9	-6.6	-0.7	-1.6
NC(Cc1ccc(F)cc1)c1csc(Nc2ccc(C(=O)c3ccccc3)cc2)n1 (centres undefined)	.	4.8	.	.	.	.	.	6.4	1.0	-0.2
Cc1ccc(N2C(=O)CSC2c2cccs2)cc1 (centres undefined)	5.7	-2.6	-0.3	9.9	-0.4	-2.1	-3.8	-4.9	-5.0	1.2
O=C(COc1ccc(Cl)cc1)Nc1nc(-c2ccncc2)cs1	14.5	-1.5	-0.9	16.5	1.3	0.0	-15.5	-0.7	-0.3	-1.7
COc1cc(OC)c(NC(=O)c2sc3ncn(CC(=O)N4CCOCC4)c(=O)c3c2C)cc1Cl	12.0	-1.8	1.8	-28.4	-1.0	0.2	-9.5	-7.1	-0.1	-0.3

Next structures follow:
SMILES	MazEF act	Mtb FBA inh	UGM FP inh	DUSP3 inh	Rv3671c inh	SARS 3CLpro inh	SSB-PriA inh	GDH-TPI counter	Vc quorum ag	Mtb BioA inh
N#Cc1cc([N+](=O)[O-])ccc1NC(=O)COC(=O)C12CC3CC(CC(C3)C1)C2	.	.	1.1	8.4	0.0	3.0	.	.	.	.
Cc1ccc(C(=O)Nc2cc(C)nn2CCC#N)cc1	12.1	-0.1	-3.8	2.2	-10.0	-8.5	-9.4	-4.4	i	-1.6
OCc1cccc(-c2csc(C(O)c3ccccc3)n2)c1 (centres undefined)	.	-2.0	.	.	.	.	.	0.9	i	-0.5
Cc1n[nH]c(C)c1Sc1ccccc1[N+](=O)[O-]	8.3	1.4	0.5	28.2	0.5	-0.7	5.0&9.9	8.6	i	.
O=C(O)c1ccc(CNC(=O)c2ccc(S(=O)(=O)N3CCCC3)cc2)cc1	3.5	-1.2	.	.	.	.	.	1.8	0.8	-1.0
CC(=O)Nc1ccc(N=Cc2c(O)n(Cc3ccco3)c(=O)[nH]c2=O)cc1	8.4	-4.0	-1.2	22.8	-2.0	3.3	-6.2	27.3	-0.3	-1.3
COc1cc2c3cc1Oc1cc(ccc1O)C[C@@H]1c4c(cc(OC)c(O)c4Oc4cccc(c4)C[C@@H]3N(C)CC2)CC[N+]1(C)C	10.4	4.6	-2.5	.	0.8	.	-4.8	0.5	i	51.2*
Cc1ccc(C(=O)CN(CCCC(N)=O)S(=O)(=O)c2ccc([N+](=O)[O-])cc2)cc1	5.5	1.3	0.5	.	-2.6	.	4.9	3.4	-0.4	4.7
COC(=O)CSc1ccc(S(=O)(=O)N2CCOCC2)cc1[N+](=O)[O-]	1.5	-1.1	-1.1	7.6	1.2	1.5	9.1	5.4	-1.0	-0.8
CN(c1ccc(O)cc1)c1nc(O)c(C2=c3ccccc3=NC2=O)s1	2.2	-1.5	-0.2	.	3.3	.	5.2	13.7	-0.6	.
O=C(COC(=O)C1COc2ccccc2O1)NC(=O)NC1CCCCC1 (centres undefined)	-1.9	4.2	4.8	22.8	1.9	-1.1	-9.7	-0.4	i	-0.6
Cc1ccc(OCc2cc(C(=O)N(C)C3CCCc4ccccc43)no2)cc1C (centres undefined)	-22.6	8.1	.	.	.	.	.	-3.5	i	-1.3
CC1CCCCC1NC(=O)CN1C(=O)CSc2cc(S(=O)(=O)N3CCCCCC3)ccc21 (centres undefined)	-10.9	-0.8	.	-14.3	-12.6	2.1	-0.3	4.8	-0.1	.
COc1cc(NC(C)=O)c2ncccc2c1[N+](=O)[O-]	-5.3	0.9	-0.7	16.6	-10.5	-0.2	-3.0	9.6	i	.
CC(CCOS(N)(=O)=O)c1ccccc1 (centres undefined)	-1.2	2.5	2.9	-6.6	-7.3	-9.5	-2.6	7.8	-0.1	0.4
O=C(O)c1sc(C(=O)O)c(-c2ccccc2)c1-c1ccccc1	3.9	-0.9	.	.	.	.	.	4.9	-3.1	.
CCP(=O)(CC)C(C)(C)CP(=O)(c1ccccc1)c1ccccc1	-0.2	-1.1	-1.4	12.0	-1.6	-2.8	-22.7	-5.4	9.7	1.8
Cc1ccccc1C(=O)c1c[nH]c(C(N)=O)c1	-1.6	1.8	0.9	-5.4	0.4	1.6	-8.3	9.7	0.0	0.7
CC[C@]12c3[nH]c4cc(CCC(=O)N(C)C)ccc4c3CCN1C(=O)[C@@H](CC(=O)NCc1ccc(OC)c(OC)c1)C[C@@H]2C(=O)N1CCN(C(=O)c2ccco2)CC1	7.4	1.8	.	.	.	.	-0.1	-0.5	-0.4	0.9
COC(=O)c1sc(N2C(=O)C(O)=C(C(=O)c3ccc(C)o3)C2c2ccc([N+](=O)[O-])cc2)nc1C (centres undefined)	2.1	-0.8	-1.3	-7.2	-7.0	3.7	7.9	-2.4	-0.3	-0.4
C/C(CC(=O)Nc1ccc(Cl)cc1Cl)=N\NC(=O)C(=O)N1CCCC1	10.9	-0.5	-1.2	16.5	-1.9	1.2	.	2.1	-0.3	.
COc1ccc(CN(C)C(=O)COC(=O)c2c(C)nn(-c3ccc(F)cc3)c2Cl)cc1	2.8	-2.6	-0.9	.	4.8	.	-14.5	3.2	i	1.1
Fc1ccc2c(c1)C(c1ccncc1)=NNC(c1ccc(Cl)cc1)=N2	5.9	-1.6	-7.4	6.0	3.6	6.0	-1.6	5.3	i	0.5
Cc1nc2nc(C)c(NS(=O)(=O)c3ccc4c(c3)CCCC4)c(=O)n2[nH]1	5.1	-0.4	-2.1	0.0	-5.5	10.1	0.6	0.0	-0.2	0.4
O=C(CN(CCN1CCOCC1)C(=O)Cn1nnc(-c2ccc(F)cc2)n1)NC1CCCCC1	-10.5	1.7	-0.1	-21.2	-2.6	-0.3	6.3	-10.7	-0.5	-0.9
O=C(NNC(=O)C1CC1)c1cc2cc3ccccc3nc2s1	0.3	-2.1	0.4	-7.7	5.1	4.0	-10.6	17.9	-0.2	.
CCn1c2c(c3cc(OCC(C)C)ccc31)CCCC2=O	-5.3	4.1	-1.6	-13.9	9.8	3.3	-80.2	-2.5	i	0.7
CCOc1ccc(S(=O)(=O)Nc2cc(Sc3ncn[nH]3)c3oc(=O)sc3c2)cc1	.	.	1.9	10.7	-1.5	10.7	.	.	.	.
O=C(COC(=O)c1ccccc1NC(=O)c1ccccc1)c1cccc([N+](=O)[O-])c1	-2.0	0.9	1.0	1.3	-9.1	1.4	-1.1	0.4	-0.3	.
O=C(N/N=C/c1c(O)n(-c2ccccc2)c(=O)[nH]c1=O)c1ccncc1	-16.7	1.7	3.2	-6.9	-32.0	-0.5	.	31.3*	-0.2	-0.9

Quoted from the listing (7 entries):
SMILES	MazEF act	Mtb FBA inh	UGM FP inh	DUSP3 inh	Rv3671c inh	SARS 3CLpro inh	SSB-PriA inh	GDH-TPI counter	Vc quorum ag	Mtb BioA inh
CC(C)=CC/C=C1\CCC(C(=O)O)C(C(=O)O)C1 (centres undefined)	-1.6	-0.1	1.0	6.1	-0.9	-3.7	-10.3	7.5	i	-1.0
COc1ccccc1CC(=O)Nc1ccc([N+](=O)[O-])cc1OC	-2.0	-1.5	1.1	-6.9	-3.0	1.6	4.6	18.0	-1.5	0.4
CC(=O)c1cccc(N(C(=O)CNC(=O)c2ccco2)C(C(=O)NC2CCCC2)c2ccc(C)o2)c1 (centres undefined)	5.0	-0.8	1.3	10.3	8.0	-0.1	-4.7	1.9	-0.5	.
CN(CC(=O)Nc1cccc(C#N)c1)Cc1ccc(Cl)cc1	-6.1	4.0	-0.3	-2.2	1.1	1.6	-12.1	0.9	i	.
CCc1nc2ccc(C(=O)NCC3CCCCC3)cn2c1N(C)Cc1ccc(OC)cc1	.	-3.1	.	.	.	.	.	0.0	i	-0.9
CCCCn1c(NC(=O)c2ccccc2Cl)c(C#N)c2nc3ccccc3nc21	6.3	25.7	1.5	34.2	-213.0	3.5	36.2	3.8	i	10.0
CCOCCSC1=C(C#N)C(c2cccs2)C(C(C)=O)=C(C)N1 (centres undefined)	4.3	-0.1	1.8	-3.8	0.5	8.9	-20.1	11.9	i	3.4

Only part of the results is shown. The share of hits here may be higher or lower than overall.
